# Compound activity as filed in PubChem BioAssay.
# tim23-1 inh: inhibits growth of tim23-1 mutant yeast. hit rate 1.3% among 330,000. inhibition, % at 20 µM. AID 463212. S. cerevisiae tim23-1 growth, BacTiter-Glo luminescence, 24 h;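 active means growth inhibition of the mutant yeast at or above 50%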;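 further: temperature-sensitive mutant grown at 25 °C; plate controls were DMSO-treated mutant yeast for no effect and medium wells lacking yeast for full effect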
# XBP1 UPR activ: adaptive UPR (XBP1) activation; CHO-XBP1 luciferase reporter, IRE1-XBP1 UPR activation, luminescence; percent of tunicamycin response, DMSO as zero; activation, % at 20 µM; hit rate 0.33% among 330,000; AID 463104;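 active means versus positive control, 20 µM dose yields 30% or more activation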;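 further: 100% = tunicamycin at 10 µg/mL and 0% = DMSO only wells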
#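 Material: CHO cell line with stable XBP1 luciferase reporter; schedule: 16-18 h cell attachment at 37 °C, then 6 h compound exposure; signal: glow luminescence from Steady-Glo reagent; medium: serum-containing F12 medium, 10% FBS; benchmarks: tunicamycin 10 µg/mL and vehicle-only wells; read-out: percent activation relative to tunicamycin reference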
# APJ agonist: agonists of human APJ apelin receptor. P35414. CHO-K1 APJ PathHunter beta-arrestin, luminescence; 0% DMSO wells, 100% apelin. activation, % at 20 µM. hit rate 0.11% among 330,000;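 active means activation more than six SD over the plate average, tested at 20 µM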;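 further: 0% = DMSO alone and 100% = apelin-13 at 10 nM; some results filed as inactive read as strong as hits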
#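 system = engineered CHO-K1 APJ arrestin reporter cells | input = 1000 cells per well | timing = overnight seeding, 90 min compound at 25 °C, 1 h detection | measured by = enzyme-fragment complementation luminescence | read-out = beta-arrestin recruitment to APJ as agonist activity, luminescent signal | control set = negative DMSO alone, positive Apelin-13 at 10 nM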
# NALP3 yeast inh: blocks the NALP3 inflammasome reconstituted in yeast; inhibition, % at 10 µM; hit rate 0.39% among 330,000; Yeast reconstituted NLRP3/ASC/caspase-1, beta-gal luminescence, 24 h;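 active means inhibition of 50% or more; inactive means inhibition below 50%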;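 further: plate controls were induced DMSO wells for no effect and uninduced yeast grown without galactose for full effect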
# TIM10 inh: TIM10 yeast growth inhibition. AID 463195. S. cerevisiae TIM10 strain growth, BacTiter-Glo luminescence, 24 h. inhibition, % at 10 µM. hit rate 1.4% among 330,000;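 active means inhibition of 40% or more at the single tested concentration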;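 further: wild-type TIM10 isogenic control strain grown at permissive 25 °C; 0% = DMSO yeast wells and 100% = minimal medium wells without yeast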
# UPR CHOP act: activators of apoptotic arm of unfolded protein response (CHOP); CHO-CHOP luciferase reporter, UPR activation, luminescence; percent of tunicamycin response over DMSO baseline; activation, % at 10 µM; hit rate 0.34% among 330,000;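 active means at 10 µM dose, activation of 40% or more, normalized to positive control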;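 further: 100% = tunicamycin at 10 µg/mL and 0% = DMSO alone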
#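 System: CHO-CHOP luciferase reporter cell line | Buffer or medium: F12 medium containing 10% fetal bovine serum | Doses: One dose, 10 µM in 0.5% DMSO | Times: 6 h compound exposure at 37 °C after overnight seeding | Signal: Luciferase luminescence | Read-out: % activation vs tunicamycin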
# Mdm2-MdmX inh: inhibitors of human Mdm2/MdmX interaction. hit rate 3% among 330,000. inhibition, % at 8 µM. AID 485346. SaOS-2 split-luciferase Mdm2/MdmX complementation, luminescence;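 active means inhibition of at least 50% at 8 µM in the primary screen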
# Target sequence (O15151 whole entry, looked up): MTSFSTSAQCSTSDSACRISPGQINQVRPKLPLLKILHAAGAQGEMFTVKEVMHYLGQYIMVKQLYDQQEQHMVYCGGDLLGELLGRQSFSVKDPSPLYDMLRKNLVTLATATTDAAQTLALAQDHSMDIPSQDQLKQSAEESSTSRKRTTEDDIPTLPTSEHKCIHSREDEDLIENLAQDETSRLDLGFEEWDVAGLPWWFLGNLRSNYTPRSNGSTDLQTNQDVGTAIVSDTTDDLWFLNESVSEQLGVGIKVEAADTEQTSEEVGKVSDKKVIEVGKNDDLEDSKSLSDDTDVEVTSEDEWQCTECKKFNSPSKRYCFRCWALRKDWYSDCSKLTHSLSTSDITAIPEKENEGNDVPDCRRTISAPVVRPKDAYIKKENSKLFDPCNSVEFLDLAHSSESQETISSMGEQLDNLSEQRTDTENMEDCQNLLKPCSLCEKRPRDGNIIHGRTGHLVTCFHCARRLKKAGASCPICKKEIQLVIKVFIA
# Target sequence (Q00987 whole entry, looked up): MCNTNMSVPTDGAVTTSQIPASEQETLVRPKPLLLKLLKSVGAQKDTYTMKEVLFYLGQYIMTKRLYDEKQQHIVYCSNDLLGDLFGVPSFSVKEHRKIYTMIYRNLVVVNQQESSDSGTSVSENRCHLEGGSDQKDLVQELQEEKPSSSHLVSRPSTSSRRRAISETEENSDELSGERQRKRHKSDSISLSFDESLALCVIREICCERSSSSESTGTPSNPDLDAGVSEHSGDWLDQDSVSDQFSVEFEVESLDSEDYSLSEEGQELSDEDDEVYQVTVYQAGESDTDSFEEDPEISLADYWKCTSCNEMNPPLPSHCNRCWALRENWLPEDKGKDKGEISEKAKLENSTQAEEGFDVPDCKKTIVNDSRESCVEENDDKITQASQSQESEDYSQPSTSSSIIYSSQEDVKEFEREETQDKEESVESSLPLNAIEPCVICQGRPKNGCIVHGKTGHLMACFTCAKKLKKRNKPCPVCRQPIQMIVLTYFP
# tim10-1 inh: growth inhibitors of tim10-1 mutant yeast. AID 463190. S. cerevisiae tim10-1 ts strain growth, BacTiter-Glo, 24 h. hit rate 2.2% among 330,000. inhibition, % at 20 µM;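 active means inhibition of at least 40%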;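 further: mutant grown at 25 °C; 0% = DMSO wells with yeast and 100% = wells holding no yeast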
# GRIN3A LBD mod: modulators (binders) of human NR3A ligand-binding domain; NR3A LBD differential scanning fluorimetry, Tm shift; 0% = protein alone, 100% = glycine-bound protein; hit rate 2.5% among 340,000; Tm shift relative to glycine control, % at 25 µM;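 active means melting temperature shift of at least 10% of the positive control shift, at one fixed dose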
# Active calls of the source: *; . = no result given.
# Every second line gives: tim10-1 inh	UPR CHOP act	TIM10 inh	NALP3 yeast inh	APJ agonist	tim23-1 inh	Mdm2-MdmX inh	GRIN3A LBD mod	XBP1 UPR activ
> Cc1nn(C)c(C)c1S(=O)(=O)N(CC(=O)NCCCN1CCC(C)CC1)c1ccc(C(C)C)cc1
    5	-0.1	6	5	2	-5	12	1	-2
> CCN(CC(=O)NCc1cccs1)C(=O)CCCOc1ccc(C(C)(C)C)cc1
    15	-1.2	14	15	-2	23	7	0	-2
> CCOc1ccc(NC(=O)CCn2nc(C)c(S(=O)(=O)N3CCCCC3)c2C)cc1
    20	2.9	15	0	-1	1	22	0	-2
> CN(CC(=O)NCC1COc2ccccc2O1)S(=O)(=O)c1ccc(Cl)cc1 (stereo unspecified)
    2	-0.3	-5	0	0	23	14	2	-3
> Cn1nccc1C(=O)Nc1cccc(C(F)(F)F)c1
    27	-0.3	9	19	-3	31	-4	1	2
> Cc1ccc(NC(=O)C2=CC(c3cccs3)=NS(=O)(=O)N2C)cc1
    0	0.1	2	8	-5	-2	53*	-1	-3
> O=C(COC(=O)Cc1c(Cl)cccc1Cl)Nc1ccc(OC(F)(F)F)cc1
    8	1.2	14	11	-4	1	-14	8	-2
> CC(C)C[C@H](NC(=O)c1nc[nH]c1C(=O)N1CCC(C)CC1)C(=O)OCc1ccccc1
    24	-1.7	2	7	9	33	6	-7	-1
> Cc1cccc(-n2c(Cc3cc(=O)[nH]c(=O)[nH]3)nnc2SCC(=O)NCC2CCCO2)c1 (stereo unspecified)
    4	-0.2	1	-10	-3	14	-4	-1	-1
> O=C(c1cccs1)N1CCN(c2ncc(C(F)(F)F)cc2Cl)CC1
    19	2.0	5	14	0	29	-19	11*	7

# Copied from above for reference:
# Every second line gives: tim10-1 inh	UPR CHOP act	TIM10 inh	NALP3 yeast inh	APJ agonist	tim23-1 inh	Mdm2-MdmX inh	GRIN3A LBD mod	XBP1 UPR activ
> O=C(COC(=O)Cc1c(Cl)cccc1Cl)Nc1ccc(OC(F)(F)F)cc1
    8	1.2	14	11	-4	1	-14	8	-2
> CC(C)C[C@H](NC(=O)c1nc[nH]c1C(=O)N1CCC(C)CC1)C(=O)OCc1ccccc1
    24	-1.7	2	7	9	33	6	-7	-1
> Cc1cccc(-n2c(Cc3cc(=O)[nH]c(=O)[nH]3)nnc2SCC(=O)NCC2CCCO2)c1 (stereo unspecified)
    4	-0.2	1	-10	-3	14	-4	-1	-1
> O=C(c1cccs1)N1CCN(c2ncc(C(F)(F)F)cc2Cl)CC1
    19	2.0	5	14	0	29	-19	11*	7

# Following part
# Every second line gives: tim10-1 inh	UPR CHOP act	TIM10 inh	NALP3 yeast inh	APJ agonist	tim23-1 inh	Mdm2-MdmX inh	GRIN3A LBD mod	XBP1 UPR activ
> N#C/C(=C\c1ccc(OCc2ccccc2)cc1)C(N)=O
    34	2.6	6	13	4	63*	-25	12*	-2
> NC(=O)c1ccccc1OCC(=O)N1CCC(Cc2ccccc2)CC1
    10	3.8	10	9	-1	18	17	1	0
> COc1ccc(C2CC(c3cccs3)=NN2C(=O)CSc2nc(=O)n3ccc(C)cc3n2)cc1 (stereo unspecified)
    5	2.1	-1	0	2	4	26	2	1
> Cc1nc(C)c(C(=O)OCC(=O)NCCc2ccc(S(N)(=O)=O)cc2)s1
    -16	-2.1	3	3	-2	-6	-13	0	-1
> OC1(c2cccc(C(F)(F)F)c2)CCNCC1
    17	9.2	-31	18	-1	0	-12	-1	0
> O=C1[C@@H]2Cc3c([nH]c4ccccc34)C(c3ccccc3)N2C(=O)CN1CCO (stereo partly specified)
    10	3.1	12	18	-2	2	8	-3	-1
> COc1cc(/C=N/NC(=O)c2cccc(NC(=O)c3ccccc3)c2)ccc1O
    9	-0.1	22	-10	1	1	9	3	4
> CS(=O)(=O)N1CCN(c2ccccc2NC(=O)Nc2cccc(Cl)c2)CC1
    11	2.7	3	8	-2	18	21	12*	-2
> O=C(NN1C(=O)/C(=C/c2cc([N+](=O)[O-])ccc2O)SC1=S)c1ccccc1O
    5	-0.6	-1	-5	-2	10	8	.	-2
> O=C(O)c1ccc(/C=N/N2CCN(C3c4ccccc4-c4ccccc43)CC2)cc1
    -16	0.8	-23	33	-1	23	0	1	-2
> CCc1ccccc1NC(=O)N1CCc2ccccc21
    -8	3.6	17	27	-3	19	-11	0	-4
> O=C1CC(C(=O)Nc2ccccc2)S/C(=N\NC(=O)c2ccccc2Cl)N1 (stereo unspecified)
    -11	2.0	-4	1	-4	-12	-2	-1	2
> O=C(NCCCCCNC(=O)c1cccnc1)c1cccnc1
    -5	-2.1	11	-7	0	4	12	-1	0
> Cc1cc(OCC(=O)N2CCC(C(=O)O)CC2)c2c(C)cc(=O)oc2c1
    -3	0.0	-8	12	-1	6	-18	0	-3
> Cn1nnc2cc(NC(=O)NCc3ccc4c(c3)OCO4)ccc21
    -19	-1.6	-4	9	0	-18	-13	7	4
> Cn1c(=O)c2c(ncn2CCN(CCO)Cc2ccccc2)n(C)c1=O
    8	0.3	-8	-4	0	-1	15	2	1
> O=C(NNC(=O)c1ccccc1O)c1ccc(S(=O)(=O)Nc2ccccc2)cc1
    -8	-1.8	-2	21	4	-11	49	-3	-2
> N#Cc1cccc(CN2CCC(=O)N([C@H](CO)Cc3ccccc3)CC2)c1
    -5	1.3	-7	6	-5	-4	5	-1	0
> COC(=O)c1ccc(NC(=O)COc2cccc(-n3cnnn3)c2)cc1
    9	0.0	-15	5	1	1	29	7	-1
> Cc1ccc2nc(N/N=C/c3ccco3)cc(C)c2c1
    28	3.4	21	24	-2	25	-80	2	9
> CCCCN(C(=O)Cn1nnc2ccccc21)C(C(=O)NCCOC)c1ccccc1 (stereo unspecified)
    1	0.3	-5	-4	4	20	5	2	-2
> COc1ccc(CC2NCCC3(O)CCCCC23)cc1 (stereo unspecified)
    6	0.2	-1	-2	-2	10	16	0	-2
> O=C(CC12CC3CC(CC(Br)(C3)C1)C2)NC1CCCC1
    14	1.0	-8	10	-2	10	-5	0	0
> COC1=C(Nc2ccc(O)cc2)C(=O)c2ccccc2C1=O
    39	4.9	36	19	4	42	-32	1	3
> COc1ccc(Nc2oc(-c3ccccc3)nc2C#N)cc1
    13	2.0	-3	27	5	9	-46	-21	4
> CCc1ccc(NC(=O)C(C)OC(=O)c2ccc(NS(=O)(=O)c3ccc(C)c([N+](=O)[O-])c3)cc2)cc1 (stereo unspecified)
    2	7.6	-1	15	-3	10	-9	13*	3
> CCN(CC)S(=O)(=O)c1ccc(S(=O)(=O)N2CCCC2)cc1
    14	-0.7	2	14	2	-6	20	-1	2
> O=C(O)CN1C(=O)c2cccc3c(Br)ccc1c23
    -13	-1.3	-3	7	-1	-12	-15	-1	-2
> CC1(C)CC(=O)C(N=Nc2cccc(S(=O)(=O)N3CCOCC3)c2)=C(O)C1
    8	2.3	1	5	-5	6	30	-1	-1
> Cc1ccc(NS(=O)(=O)c2ccc(C(=O)N3CCCCCC3)cc2)cc1
    -11	-2.0	5	12	-1	0	1	1	-1
> CN(C(=O)CSc1n[nH]c(-c2cccs2)n1)C1CCS(=O)(=O)C1 (stereo unspecified)
    -7	0.2	-1	5	-1	6	12	-2	3
> Cc1cc(=O)[nH]c(N2CCCNCC2)n1
    4	-0.6	2	4	-2	9	10	-1	-6
> OCCOc1nnnn1-c1ccccc1
    -6	1.1	1	18	-5	-8	17	-3	4
> COCc1cc(N2CCCCC2)nc(-c2ccccc2)n1
    32	0.4	33	4	-1	41	-8	-1	2
> N#Cc1nc(COc2ccc(F)cc2)oc1NCCCn1ccnc1
    4	2.0	11	5	1	1	4	4	0
> CC(C)c1ccccc1NC(=O)Cn1c(/C=C/c2ccccc2)nc2ccccc21
    -1	12	-2	10	-2	-14	16	-6	32*
> Cc1ccsc1CN1CCC(C(=O)NCc2ccccc2Cl)CC1
    -6	1.8	2	7	0	18	-2	0	0
> C#CCSc1nc(-c2cccs2)ccc1C#N
    -1	-3.6	4	23	0	-6	13	-11	7
> N#CCSc1nc2ccccc2c(=O)n1CCC(=O)NCCc1ccccc1
    8	0.7	-15	6	-4	-20	35	1	2
> COCCCn1cc(C(=O)c2ccccc2OCC(=O)Nc2cccc(F)c2)cc(C#N)c1=O
    17	1.8	-17	10	-4	14	-14	0	0
> COc1cc(C(=O)Nc2nc(-c3cccs3)cs2)cc(OC)c1OC
    29	8.4	31	7	9	49	76*	-4	3
> Cc1cc(SCc2ccc(C(F)(F)F)cc2)nc(=O)[nH]1
    11	0.1	0	15	-2	9	7	3	-2
> COc1ccc(Cl)cc1NC(=O)CN(C)C(=O)Cn1[nH]c(=O)c2ccccc2c1=O
    6	1.4	3	8	-5	0	21	0	-6
> CCN(C[C@H]1N[C@@](Cc2ccccc2)(C(=O)OC)[C@H]2C(=O)N(Cc3ccccc3)C(=O)[C@@H]12)S(=O)(=O)c1ccc(C(F)(F)F)cc1
    -3	5.2	7	0	-3	6	38	4	-4
> CCOc1ccc(-n2nc3cc(C)c(N)cc3n2)cc1
    21	3.8	17	26	5	35	-179	-8	0
> O=C(COc1ccccc1)NNc1c2ccccc2nc2ccccc12
    9	2.1	8	22	3	30	15	-15	-4
> CCn1c(=O)c(C(=O)CC#N)c(N)n(Cc2ccccc2)c1=O
    -5	-0.2	5	9	-3	-6	13	-2	1
> CCN(CC)S(=O)(=O)c1ccc(C)c(NC(=O)CN2CCN(Cc3ccccc3)CC2)c1
    15	-0.8	-1	5	-5	1	24	-2	-1
> Cc1ccc(C)c(Cn2nnc3c(=O)[nH]c(C4CCN(C(=O)c5cccs5)CC4)nc32)c1
    12	0.4	2	13	0	12	-15	-7	1
> CCOc1cc(-c2cn(S(=O)(=O)c3cccc4nsnc34)nc2N)cc(OCC)c1OCC
    11	-0.3	8	-8	-2	-4	33	-2	-1

# Later entries
# Every second line gives: tim10-1 inh	UPR CHOP act	TIM10 inh	NALP3 yeast inh	APJ agonist	tim23-1 inh	Mdm2-MdmX inh	GRIN3A LBD mod	XBP1 UPR activ
> Cc1ccc(N2CC(C(=O)N(C)CC(=O)Nc3ccc(Cl)c(C(F)(F)F)c3)CC2=O)cc1 (stereo unspecified)
    20	1.1	4	24	-3	18	59*	1	-2
> COc1ccc(S(=O)(=O)N(C)CC(=O)NCc2cccnc2)cc1Cl
    -3	-0.1	4	11	-2	13	12	2	-1
> CC(NC(=O)c1ccc2c(=O)n3c(nc2c1)CCCCC3)c1ccccc1 (stereo unspecified)
    4	1.5	-14	26	8	18	2	4	0
> Cc1ccc(/C=N/NC(=O)c2nn(C)cc2Cl)cc1
    21	4.8	5	2	-2	-1	-10	-7	-3
> Cc1noc(C)c1CSc1nnc2ccc3ccccc3n12
    11	-0.2	-3	-3	3	16	16	-15	2
> COc1cc(-c2nnc(SCC(=O)c3ccc(C)cc3)o2)cc(OC)c1OC
    18	-0.3	14	8	2	12	33	11*	0
> COc1ccc(C2CC(=O)N3CN(Cc4ccco4)CSC3=C2C#N)cc1 (stereo unspecified)
    18	1.0	3	10	1	11	-16	-4	0
> O=C(NCc1ccco1)c1ccc2c(c1)N(Cc1ccccc1)C(=O)CS2
    35	-0.4	38	-3	-2	22	-2	2	-2
> CCc1cccc2c(SC(C)C(=O)NCC3CCCO3)nc(-c3ccccc3)nc12 (stereo unspecified)
    20	-1.1	17	18	0	29	20	0	-2
